High-throughput results: PubChem, National Center for Advancing Translational Sciences (NCATS)
IP6K1 inh = Primary qHTS assay for small molecule inhibitors of Inositol hexaphosphate kinase 1 (IP6K1); IP6K1 kinase, ADP-Glo luminescence, 2 h; active compounds read low; activity change, % (series mostly up to about 58 µM); hit rate 0.81% among 140,000; in the data active means activity change below about -25%
Target sequence (Q92551 whole entry, looked up): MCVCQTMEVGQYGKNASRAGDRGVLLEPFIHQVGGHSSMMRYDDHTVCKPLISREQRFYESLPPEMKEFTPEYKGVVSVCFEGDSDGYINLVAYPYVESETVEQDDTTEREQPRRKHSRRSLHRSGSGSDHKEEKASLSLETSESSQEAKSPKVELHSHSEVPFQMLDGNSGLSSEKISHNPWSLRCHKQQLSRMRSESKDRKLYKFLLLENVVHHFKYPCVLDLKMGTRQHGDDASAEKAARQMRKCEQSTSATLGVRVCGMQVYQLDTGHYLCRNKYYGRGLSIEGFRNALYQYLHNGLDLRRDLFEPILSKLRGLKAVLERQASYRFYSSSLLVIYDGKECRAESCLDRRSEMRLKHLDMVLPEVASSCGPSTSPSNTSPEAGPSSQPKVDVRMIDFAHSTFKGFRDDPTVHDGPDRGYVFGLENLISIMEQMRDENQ
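ADP-Glo luminescence measures ADP made by human IP6K1 during a 2 h RT reaction with ATP/IP6 (mix at 1.3 mM/130 uM); top library doses 57.5 and 19.1 uM final.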
GPT2 inh = Primary qHTS assay for inhibitors of Glutamate pyruvate transaminase 2 (GPT2); Recombinant GPT2, coupled pyruvate oxidase/HRP Amplex Red fluorescence; Potency, µM (series often up to 57.7 µM), for the others: top-dose activity change, negative = inhibition, actives largely listed as inhibitors; hit rate 0.25% among 100,000; AID 1671188, 2021; further: potency means the concentration at half of the fitted maximal effect; nearly all actives have a fitted effect of over 60% in size; many of its hits are not listed in these tables
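Fluorescence of coupled pyruvate oxidase/HRP/Amplex Red system (50uM Amplex, 30 min, dark) reports pyruvate formed by GPT2. Enzyme reaction: 10ng/uL GPT2, 2mM L-alanine, 250uM a-KG, 30 min room temperature, pH 7.5; 50uM AOA control.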
FLuc inh = Firefly luciferase inhibition profiling of diverse chemical library using quantitative high-throughput screening; Luciferin 4-monooxygenase (Photinus pyralis), P08659; purified P. pyralis luciferase, luminescence, biochemical; Potency, µM (series often up to 115 µM), inactives show at the highest dose activity change, negative = inhibition, usual class: inhibitors; hit rate 2.5% among 76,000; further: potency means the concentration at half of the fitted maximal effect; nearly all actives have a fitted effect of over 65% in size
Target sequence (P08659 whole entry, looked up): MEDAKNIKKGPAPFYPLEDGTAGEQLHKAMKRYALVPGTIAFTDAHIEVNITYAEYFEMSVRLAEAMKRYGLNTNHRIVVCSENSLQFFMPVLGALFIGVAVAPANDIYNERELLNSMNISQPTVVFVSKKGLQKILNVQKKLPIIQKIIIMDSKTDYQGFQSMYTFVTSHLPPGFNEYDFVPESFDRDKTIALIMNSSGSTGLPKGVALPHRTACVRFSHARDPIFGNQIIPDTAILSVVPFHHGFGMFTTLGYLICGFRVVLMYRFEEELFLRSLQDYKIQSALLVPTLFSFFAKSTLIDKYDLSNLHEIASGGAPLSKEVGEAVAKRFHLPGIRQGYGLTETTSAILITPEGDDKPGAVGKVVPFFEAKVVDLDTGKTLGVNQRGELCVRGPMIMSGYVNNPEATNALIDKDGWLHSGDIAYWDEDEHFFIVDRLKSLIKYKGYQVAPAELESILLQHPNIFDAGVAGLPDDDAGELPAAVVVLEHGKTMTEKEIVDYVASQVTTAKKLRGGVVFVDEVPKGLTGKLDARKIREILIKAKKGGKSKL
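Inhibitors were tested against purified firefly luciferase in a biochemical, low-substrate format (both substrates at 10uM) and luminescence measured with a CCD imager.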
HEK cytotox = Cytotoxic Profiling in HEK 293 Cell Line of Diverse Libraries Using Quantitative High-Throughput Screening; HEK 293 viability, ATP luminescence (CellTiter-Glo), 48-72 h; Potency, µM (top dose mostly 115 µM), inactives show top-dose activity change, negative = cytotoxicity, most hits filed as inhibitors; hit rate 6.6% among 94,000; further: potency means the concentration at half of the fitted maximal effect; nearly all actives have a fitted effect of over 60% in size
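Cytotoxicity was scored by loss of ATP-coupled luminescence (CellTiter-Glo) in HEK 293 cells. Compound treatment ran 48 or 72 hr at 37 degree Celsius, 5% CO2, 95% humidity.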
SNCA viab count = GF-AFC viability counterscreen for inhibitors of alpha-synuclein gene (SNCA) expression. Potency, µM (titrated, usually from 57.1 µM), for inactives: at the highest dose activity change, negative = cytotoxicity, usual class: cytotoxic. AID 1671193, 2021. HEK-293-SNCA-luc viability, GF-AFC fluorescence, 24 h. hit rate 0.12% among 150,000;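 further: potency means the concentration at half of the fitted maximal effect; 0% = DMSO-treated cells and -100% = medium-only wells without cells; nearly all actives have a fitted effect of over 30% in size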
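HEK-293-SNCA-luc cells (1500/well) plated 24 h, then exposed 24 h to a dilution series; GF-AFC added 30 min at 37C, fluorescence 405/540 nm; normalised to medium-only and DMSO wells, Hill fit.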
NIH3T3 tox = Cytotoxic Profiling in NIH 3T3 Cell Line of Diverse Libraries Using Quantitative High-Throughput Screening; NIH 3T3 viability, CellTiter-Glo ATP luminescence, 48-72 h; Potency, µM (highest dose often 96.7 µM), without a hit: top-dose activity change, negative = cytotoxicity, hits mostly inhibitors; hit rate 4.3% among 94,000; further: potency means the concentration at half of the fitted maximal effect; nearly all actives have a fitted effect of over 55% in size
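Cytotoxicity is measured as loss of cellular ATP: NIH 3T3 cells (400/well) are exposed to compound for 48 or 72 hr at 37 °C, then CellTiter-Glo luminescence is imaged after 10 min at room temperature.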
SNCA expr inh = Primary qHTS assay for inhibitors of alpha-synuclein gene (SNCA) expression; HEK-293 SNCA-luciferase knock-in, luminescence, 24 h; Potency, µM (series often up to 57.2 µM), for inactives: top-dose activity change, negative = inhibition, actives largely listed as inhibitors; hit rate 0.17% among 140,000;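 further: potency means the concentration at half of the fitted maximal effect; plate controls were DMSO cells for no effect and cell-free wells for full effect; nearly all actives have a fitted effect of over 45% in size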
An asterisk follows results filed as active; i = inactive; u = inconclusive; x = no result given; & = joins results of further samples; [ ] = remark or other dose. Unless noted, the call rests on the fitted dose curve; in most records, active means well fitted curve in the direction sought with a large enough effect; inconclusive means small, poorly fitted or top-dose-only effect, or another doubt; inactive means no such curve, though single readings can be large; an effect the other way counts as inactive or inconclusive. Unless noted, on the % scale 0 is the no-effect control and ±100 the full control effect.

SMILES	IP6K1 inh	GPT2 inh	FLuc inh	HEK cytotox	SNCA viab count	NIH3T3 tox	SNCA expr inh
Cc1ccc(C)c2c(C)c(C(=O)N3CCCC(O)(CN4CCCC4)C3)[nH]c12 (configuration not stated)	-1	i	2%	u	-3%	u	-16%
Cc1cccc(N2CCN(c3nc4ccc(C(=O)c5ccccc5)cc4n4cnnc34)CC2C)c1 (configuration not stated)	19	x	x	x	4%	x	27%
Fc1ccc2nc(CO[C@H]3CN(CC4CC4)C[C@H]3F)[nH]c2c1	4	-1%[88.5 µM]	-9%[172 µM]	-2%[172 µM]	4%[87.6 µM]	-5%[138 µM]	3%[87.6 µM]
Cc1ccccc1N1Cc2c(NCC3CCCCC3)ncnc2N(C)CC1=O	7	i	-2%	u	-3%	u	-3%
Oc1cn2c(n1)Nc1ccc(Cl)c(Cl)c1C2	27	-2%[27.3 µM]	x	x	9%[12.5 µM]	x	-10%[17 µM]
CN(Cc1cccnc1)c1nc2c(c(=O)[nH]1)CCN(Cc1ccccc1C(F)(F)F)CC2	2	i	11%	20µM*	-15%	u	3%
O=C(c1cc2c(s1)CCC(C(=O)N1CCN(c3ccccc3)CC1)C2)N1CCOCC1 (configuration not stated)	43	i	-9%	u	-10%	u	-11%
COc1cccc(-c2c(C(=O)N3CCN(C)CC3)nc3sccn23)c1	-11	3%	x	-1%	10%	1%	-2%
CCc1cn[nH]c1C1CCCN(C(=O)c2cccnc2SC)C1 (configuration not stated)	5	i	0%	i	-9%	-5%	-2%
O=C(NCC1(c2ccccc2F)CCCC1)[C@H]1CCC[C@@H](O)C1	18	i	12%	-8%	-11%	-25%	-5%
Cc1ccc(S(=O)(=O)N2CCN(Cc3ccccc3Cl)CC2)cc1	-56*	x	x	x	-6%	x	22%
O=C(c1ccccc1OCC1CCCN(C(=O)c2n[nH]c3ccccc23)C1)N1CCOCC1 (configuration not stated)	-8	i	4%	-5%	-14%	-21%	5%
CN(CCC(C)(C)O)C(=O)c1cc2c(C(F)(F)F)nn(C)c2s1	2	-27%	2%	-20%	1%	-4%	6%
CCOc1ccc(NC(=O)Cn2c(=O)n(Cc3ccco3)c(=O)c3oc4ccccc4c32)cc1	-1	x	x	x	-12%	x	-1%
COCCNC(=O)C1c2ccccc2C(=O)N(Cc2ccco2)C12CCCC2 (configuration not stated)	15	-25%	-5%	0%	-3%	-4%	-7%
Cc1oc2c(c1C(=O)NCCN1CCCC(C)C1)CN(Cc1cccc(F)c1)CC2 (configuration not stated)	-2	i	-14%	u	-42%	u	-15%
Cc1oc2c(c1C(=O)NCCCN1CCCCC1)CN(Cc1ccccc1)CC2	16	i	-11%	-23%	5%	-28%	33%[activator]
COc1ncccc1-c1ncc2c(n1)OCCN(Cc1ccc(F)cc1F)C2=O	0	-2%[88.5 µM]	-3%[172 µM]	-29%[172 µM]	3%[87.6 µM]	u	-7%[87.6 µM]
CCCCNC(=O)c1noc(-c2ccc(C#N)cc2)n1	0	i	-26%	-24%	0%	-28%	-3%
O=C(NC1CCCCC1)[C@@H]1C[C@@H](O)CN1C1CCN(C(=O)C2CCC2)CC1	14	i	-9%	0%	6%	-7%	20%
O=C(NCCCN1CCOCC1)C1Cn2cccc2C(=O)N1Cc1ccccc1 (configuration not stated)	-9	i	x	-5%	-5%	i	14%
COc1ccc(-c2ccnc(-c3nnc(C)n3C3CCCCC3)c2)cc1OC	-8	-4%[88.5 µM]	11%[172 µM]	u	1%[87.6 µM]	u	-3%[87.6 µM]
Cc1ccc(S(=O)(=O)N(C)C(C)c2cccs2)cc1 (configuration not stated)	-12	-8%[88.5 µM]	6%[172 µM]	u	3%[87.6 µM]	u	19%[87.6 µM]
Cc1ccc(NC(=O)N[C@H]2C[C@@](O)(C(=O)N[C@@H](Cc3ccc(O)cc3)C(N)=O)C[C@@H](O)[C@@H]2O)cc1	10	-26%	-1%	-3%	4%	-18%	26%
O=C(NC1CC1)C1CCc2nnc(-c3cccc(C(F)(F)F)c3)n21 (configuration not stated)	3	-5%	x	i	-2%	i	-8%
COc1ccc2c(c1)c1c(c(=O)n(-c3cccc(C)c3)c(=O)n1CC(=O)NCc1ccc(C)cc1)n2C	11	x	x	x	-15%	x	-22%
CC(C)c1nc2ccc(C(=O)NCCCN3CCN(c4cccc(Cl)c4)CC3)cc2o1	-34*	x	x	x	-13%	x	56%[activator]
O=C1N[C@H](CCC(=O)N2CCC(c3nnc4ccccn34)CC2)C(=O)Nc2ccccc21	5	i	-6%	i	4%	i	-7%
Cn1cccc1CN1CCCC2(CC(c3cccc(C(F)(F)F)c3)=NO2)C1 (configuration not stated)	0	i	3%	u	-10%	u	-24%
Cc1nc2c(c(-c3ccc(O)cc3)n1)CN(Cc1ccc(F)cc1)CC2	0	i	2%	u	11%	-28%	13%
COc1cccc(C(=O)N2CCc3nc(C4CC4)nc(-c4ccc(O)cc4)c3C2)c1	22	i	x	u	-11%	u	-13%
O=c1[nH]c2ccccc2n1CCN1CCN(c2cccc(C(F)(F)F)c2)CC1	22	-12%	x	x	u	x	x
Cc1ccc(OCC(=O)Nc2nonc2-c2ccc(Br)cc2)cc1C	4	x	x	x	-7%	x	-3%
O=C(C1CCC1)N1CCN(C(=O)Cc2ccsc2)[C@H]2CS(=O)(=O)C[C@H]21	-11	3%[11.5 µM]	0%	-2%	-1%	-3%	4%
COc1ccc(CN2C[C@H](O)C[C@H]2c2nc(-c3cccc([N+](=O)[O-])c3)no2)c(OC)c1OC	4	-4%	-8%	5%	-1%	-5%	4%
CN(Cc1ccc(-c2ccccc2)cc1)C(=O)Cc1ccc(F)cc1	-6	0%[88.5 µM]	-3%[172 µM]	50µM*	3%[87.6 µM]	35µM*	u

Shown field by field: 2 of the compounds above.
CN(Cc1ccc(-c2ccccc2)cc1)C(=O)Cc1ccc(F)cc1
  IP6K1 inh: -6
  GPT2 inh: 0%[88.5 µM]
  FLuc inh: -3%[172 µM]
  HEK cytotox: 50µM*
  SNCA viab count: 3%[87.6 µM]
  NIH3T3 tox: 35µM*
  SNCA expr inh: u
COc1cccc(C(=O)N2CCc3nc(C4CC4)nc(-c4ccc(O)cc4)c3C2)c1
  IP6K1 inh: 22
  GPT2 inh: i
  FLuc inh: x
  HEK cytotox: u
  SNCA viab count: -11%
  NIH3T3 tox: u
  SNCA expr inh: -13%

More results.
SMILES	IP6K1 inh	GPT2 inh	FLuc inh	HEK cytotox	SNCA viab count	NIH3T3 tox	SNCA expr inh
COCCCNC(=O)c1ccc2c(=O)n(Cc3ccc(OC)cc3)c(=O)[nH]c2c1	-14	x	x	x	-12%	x	u
COc1ccccc1CNC(=O)c1cc2c(N(C)Cc3ccccc3)nc(C)cn2n1	14	2%	-5%	u	-2%	u	0%
Cc1cc2c(cc1S(=O)(=O)Nc1cccc(Cl)c1C)OCCN2C	-1	x	x	x	-20%	x	2%
Cc1ccc(NC(=O)Cn2c(=O)nc(-c3ccccc3F)c3cc(Cl)ccc32)c(Br)c1	-3	x	x	x	-13%	x	9%
Clc1ccc(CNC[C@H]2Cn3c(-c4ccccc4)cnc3CO2)cc1	20	-9%[88.5 µM]	-15%[172 µM]	100µM*	-7%[87.6 µM]	89µM*	-1%[87.6 µM]
CCOc1ccc2c(c1)c(=O)c(C(=O)c1ccc3c(c1)OCO3)cn2Cc1cccc(F)c1	-11	x	x	x	u	x	u
O=C(c1ccc(F)cc1)N1CCC(C(=O)N2CCC(N3Cc4ccccc4C3=O)CC2)CC1	11&-7	2%	x	-15%&-7%	-7%&5%	u	-16%&-4%
COc1cccc(CNC(=O)[C@@H]2C[C@@H](O)CN2C2CCN(C(=O)c3ccc(OC)cc3OC)CC2)c1	12	i	-4%	3%	1%	-12%	5%
COC(=O)[C@@H]1Cc2nc[nH]c2CN1C(=O)c1ccccc1	7	1%[88.5 µM]	0%[230 µM]	3%[230 µM]	0%[87.6 µM]	-7%[230 µM]	-14%[87.6 µM]
CN(C)c1ccc(-c2nc3ncc(Cl)c(N4CCN(CC(=O)Nc5nccs5)CC4)c3[nH]2)cc1	-16	4%[27.3 µM]	x	x	-10%[23.9 µM]	x	14%
CN(C)CCCNC(=O)c1c(OCC2CC2)cc(=O)n2c1CCCCC2	15	i	4%	10%	-3%	i	-7%
CN1[C@@H](CCC(=O)NCc2cccnc2)CNC(=O)[C@@H]2[C@H]1CCN2Cc1ccc(S(C)(=O)=O)cc1	-13	-15%	-1%	-3%	6%	4%	4%

The last 5 entries of the section before open the next one.
SMILES	IP6K1 inh	GPT2 inh	FLuc inh	HEK cytotox	SNCA viab count	NIH3T3 tox	SNCA expr inh
COc1cccc(CNC(=O)[C@@H]2C[C@@H](O)CN2C2CCN(C(=O)c3ccc(OC)cc3OC)CC2)c1	12	i	-4%	3%	1%	-12%	5%
COC(=O)[C@@H]1Cc2nc[nH]c2CN1C(=O)c1ccccc1	7	1%[88.5 µM]	0%[230 µM]	3%[230 µM]	0%[87.6 µM]	-7%[230 µM]	-14%[87.6 µM]
CN(C)c1ccc(-c2nc3ncc(Cl)c(N4CCN(CC(=O)Nc5nccs5)CC4)c3[nH]2)cc1	-16	4%[27.3 µM]	x	x	-10%[23.9 µM]	x	14%
CN(C)CCCNC(=O)c1c(OCC2CC2)cc(=O)n2c1CCCCC2	15	i	4%	10%	-3%	i	-7%
CN1[C@@H](CCC(=O)NCc2cccnc2)CNC(=O)[C@@H]2[C@H]1CCN2Cc1ccc(S(C)(=O)=O)cc1	-13	-15%	-1%	-3%	6%	4%	4%
CCOc1ccc(NS(=O)(=O)c2ccc3[nH]cc(C(=O)NCC4CCCO4)c(=O)c3c2)cc1 (configuration not stated)	-17	x	x	x	-1%	x	5%
CC(C)C(=O)O[C@@H]1[C@@H](O)[C@@H](O[C@H]2O[C@H](CO)[C@@H](O)[C@H](O)[C@H]2O)O[C@H](CO)[C@H]1O	15	-10%[27.3 µM]	x	x	-9%[23.9 µM]	x	x
CN1CCC(N2CC3(CCC2=O)CCN(C(=O)Cn2ccnc2)CC3)C1 (configuration not stated)	-1	u	0%	-4%	-7%	-1%	10%
O=C(CN1CCOCC1)N[C@@H]1CN(Cc2ccccc2)C[C@H]1CO	7	4%	4%	i	1%	1%	-12%
Cc1ccc2oc(C(=O)Nc3sc4c(c3C(=O)NCc3cccnc3)CCCC4)cc(=O)c2c1	27	x	x	x	u	x	34%
C=CCCC(CN1CCSCC1)Oc1ccc(C#N)cn1 (configuration not stated)	12	-5%	4%	-14%	2%	u	20%
COc1ccc(C(=O)N2CCC(n3cc(-c4nc(-c5ccccc5)no4)nn3)CC2)c(C)c1	8	5%	-16%	u	-14%	u	78%[activator]
CSc1ccc(C2c3c(-c4ccccc4O)n[nH]c3C(=O)N2Cc2ccncc2)cc1 (configuration not stated)	7	x	x	x	u	x	u
N=C(N)SCCc1cnc[nH]1	x	i	x	x	7%	x	-10%
